# Screening results (PubChem BioAssay)
# SRC2 inh = inhibits human steroid receptor coactivator 2; 370,000 compounds, 0.17% hits; Q15596; inhibition, % at 9 µM; HEK293 GAL4-SRC2 luciferase reporter, luminescence;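 active = inhibition above the mean inhibition of all tested compounds plus 3 SD, set per campaign, cut at about 52% in these data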;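 also: 0% = DMSO treated cells and 100% = cells given Gossypol at 36 µM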
# EBV LMP1 NFkB = inhibitors of Epstein-Barr LMP1-induced NF-kappaB reporter. LMP1-induced NF-kappaB luciferase reporter cells, luminescence. inhibition, % at 12.5 µM. 350,000 compounds, 0.69% hits. AID 504558; in the data active = inhibition above about 41%;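 also: 0% = neutral control wells and 100% = reference inhibitor control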
# KKLEB cytotox = reduces viability of KKLEB cystic fibrosis airway cells; KKLEB CF airway cells viability, ATPlite luminescence, overnight; active compounds read low; cells stimulated with P. aeruginosa culture filtrate; activity change (cytotoxicity), % at 5 µM; 360,000 compounds, 0.36% hits; AID 602141;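 active = corrected activity change at or below -50% at 5 µM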
# NR5A2 inv ag = NR5A2 inverse agonism in reporter assay. inhibition, % at 3.6 µM. HEK293T StAR-luciferase reporter, LRH-1 transfected, 24 h. O00482. 360,000 compounds, 0.13% hits;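 active = inhibition above the mean inhibition of all tested compounds plus 3 SD, cut at about 73% in these data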;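 also: 0% = DMSO wells and 100% = reporter-only cells lacking LRH-1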
# TROY signal inh = TROY signaling inhibition; inhibition, % at 10 µM; Q293 LMP1-TROYcd NF-kB luciferase reporter, 4 h; 360,000 compounds, 0.98% hits; AID 1347056;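 active = compounds whose plate-normalised and pattern-corrected inhibition of the luciferase reporter signal at the single screening dose is 50% or more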
# COUP-TFII inh = blocks human COUP-TFII nuclear receptor | P24468 | HEK293T NGFI-A luciferase reporter, luminescence | inhibition, % at 8.6 µM | 370,000 compounds, 0.7% hits | AID 686940;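 active = inhibition above a per-plate cutoff, mean inhibition of test wells between control levels plus 3 SD, cut at about 38% in these data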;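 also: cells cotransfected with COUP-TFII expression vector driving the NGFI-A reporter; 0% = median of COUP-TF2 test wells and 100% = reporter-only cells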
# NCOA1 inh = inhibits human SRC1 coactivator; HEK293 GAL4-SRC1 luciferase reporter, luminescence; 360,000 compounds, 0.12% hits; Q15788; AID 588354; inhibition, % at 3.6 µM;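 active = inhibition above the campaign mean plus 3 SD, with each screening campaign given its own cutoff, cut at about 60% in these data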;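 also: 0% = DMSO treated cells and 100% = gossypol at 36 µM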
# Target sequence (Q15788 whole entry, looked up, the tested form may be a part): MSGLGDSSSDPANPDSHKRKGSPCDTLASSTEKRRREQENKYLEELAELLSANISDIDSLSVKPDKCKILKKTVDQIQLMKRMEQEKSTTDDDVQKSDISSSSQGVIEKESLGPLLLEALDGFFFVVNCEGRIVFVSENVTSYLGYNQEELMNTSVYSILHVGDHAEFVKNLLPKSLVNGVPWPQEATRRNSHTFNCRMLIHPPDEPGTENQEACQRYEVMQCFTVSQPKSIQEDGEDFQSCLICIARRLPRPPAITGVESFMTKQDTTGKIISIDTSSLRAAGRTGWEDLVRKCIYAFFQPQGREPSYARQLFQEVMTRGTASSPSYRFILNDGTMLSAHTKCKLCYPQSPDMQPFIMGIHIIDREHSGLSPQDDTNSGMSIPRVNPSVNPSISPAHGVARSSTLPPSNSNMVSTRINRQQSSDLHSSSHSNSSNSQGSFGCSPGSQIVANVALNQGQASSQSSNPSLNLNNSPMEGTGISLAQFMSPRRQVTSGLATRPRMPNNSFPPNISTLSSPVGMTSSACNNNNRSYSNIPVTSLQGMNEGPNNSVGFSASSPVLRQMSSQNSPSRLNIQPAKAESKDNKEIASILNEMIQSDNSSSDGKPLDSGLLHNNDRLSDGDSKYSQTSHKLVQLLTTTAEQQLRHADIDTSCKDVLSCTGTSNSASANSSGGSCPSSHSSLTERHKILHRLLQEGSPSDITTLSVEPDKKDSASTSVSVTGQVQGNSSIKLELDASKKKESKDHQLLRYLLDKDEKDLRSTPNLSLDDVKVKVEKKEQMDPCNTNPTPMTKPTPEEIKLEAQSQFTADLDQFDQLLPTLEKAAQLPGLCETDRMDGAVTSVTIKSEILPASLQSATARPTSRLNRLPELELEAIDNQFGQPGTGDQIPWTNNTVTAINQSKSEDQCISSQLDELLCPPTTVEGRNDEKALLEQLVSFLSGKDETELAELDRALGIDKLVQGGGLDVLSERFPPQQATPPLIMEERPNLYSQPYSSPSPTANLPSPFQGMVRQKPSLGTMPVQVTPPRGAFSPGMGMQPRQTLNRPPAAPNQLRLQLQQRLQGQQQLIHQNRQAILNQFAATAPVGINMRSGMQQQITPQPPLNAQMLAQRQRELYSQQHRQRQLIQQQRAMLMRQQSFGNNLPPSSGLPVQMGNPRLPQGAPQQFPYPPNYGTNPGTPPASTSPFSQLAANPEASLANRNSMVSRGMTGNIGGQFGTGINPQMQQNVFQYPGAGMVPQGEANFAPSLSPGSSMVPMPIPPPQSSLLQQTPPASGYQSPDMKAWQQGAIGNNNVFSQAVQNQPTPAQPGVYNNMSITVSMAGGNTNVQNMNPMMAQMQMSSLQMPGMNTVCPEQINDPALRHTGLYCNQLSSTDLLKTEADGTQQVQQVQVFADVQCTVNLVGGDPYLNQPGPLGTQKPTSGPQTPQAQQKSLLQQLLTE
# TRAIL sens C8 = sensitizes caspase-8 expressing cells to TRAIL; inhibition (viability loss, TRAIL sensitization), % at 10 µM; NB7+C8 cells + TRAIL, ATPlite viability luminescence; AID 624354; 360,000 compounds, 1% hits;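 active = compounds causing at least 50% loss of cell viability in the single-dose screen, relative to plate controls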
# TWEAK-Fn14 inh = blocks TWEAK-Fn14 interaction in a reporter cell assay; TWEAK-stimulated Fn14 reporter cells, luciferase luminescence, 8 h; inhibition, % at 10 µM; 360,000 compounds, 2% hits; AID 1159606; in the data active = inhibition above about 50%
# CF NFkB inh = inhibitors of cystic fibrosis induced NF-kB; AID 588850; KKLEB NF-kB-GFP reporter, PAF-induced, GFP fluorescence overnight; 360,000 compounds, 0.86% hits; inhibition, % at 5 µM;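 active = at least 50% inhibition at 5 µM, scaled per plate between neutral and stimulator controls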;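 also: PAF is a Pseudomonas aeruginosa culture filtrate used as stimulus; plate controls were PAF-stimulated DMSO wells for no effect and unstimulated DMSO wells for full effect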
# NCOA3 inh = inhibitors of human steroid receptor coactivator 3 (SRC3). HEK293 GAL4-SRC3 luciferase reporter, luminescence. inhibition, % at 3.6 µM. 360,000 compounds, 0.17% hits;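 active = inhibition above a per-campaign cutoff, the mean of all compounds plus 3 SD, cut at about 60% in these data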;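 also: 0% = DMSO-treated cells and 100% = gossypol-treated cells at 36 µM; higher means less SRC3-driven luciferase light from the GAL4 reporter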
# * = called active by the depositor; x = not tested or not shown.
No.	structure	SRC2 inh	EBV LMP1 NFkB	KKLEB cytotox	NR5A2 inv ag	TROY signal inh	COUP-TFII inh	NCOA1 inh	TRAIL sens C8	TWEAK-Fn14 inh	CF NFkB inh	NCOA3 inh
1	O=C(NC(=S)N1CCN(Cc2ccccc2)CC1)c1cccnc1	-10	1	-6	13	-10	6	2	-9	-8	10	20
2	N=c1oc2ccccc2cc1-c1nc2ccccc2c(=O)[nH]1	-27	-16	-21	3	-38	-11	-10	6	4	-11	-41
3	C[C@@H]1CN([C@H](C)CO)C(=O)CCCn2nncc2CO[C@@H]1CN(C)S(=O)(=O)c1ccc(Cl)cc1	2	-8	1	5	-6	-1	-4	-6	3	-20	-14
4	COCCCNC(=S)NNC(=O)c1cc(-c2cccnc2)nc2ccccc12	-35	3	16	14	8	5	3	7	3	-20	11
5	COc1ccc(N2CCN(C(CNC(=O)c3ccco3)c3cccnc3)CC2)cc1 (stereo not drawn)	2	-2	2	13	7	6	-6	0	7	-13	10
6	COc1ccccc1NC(=O)c1cc2c(CO)cnc(C)c2oc1=Nc1ccc(OC)c(OC)c1	2	9	-49	7	-20	6	-18	11	-17	86*	-3
7	Cc1cccc(C(=O)Nc2c3c(nn2C(C)(C)C)CS(=O)(=O)C3)c1	-6	-2	0	13	-3	-1	-3	1	24	-10	-17
8	CCCCn1c(=O)[nH]c(=O)c2c1nc(-c1ccc3ccccc3c1)n2CC	-12	-3	-16	23	-10	16	18	-5	-35	24	12
9	CCCc1cc(=O)oc2cc(OC(C)C(=O)NCC3CCC(C(=O)O)CC3)ccc12 (stereo not drawn)	3	3	4	-7	-1	2	16	-6	14	11	11
10	C[C@@H]1CN([C@H](C)CO)S(=O)(=O)c2ccc(C#CC3CCCC3)cc2O[C@H]1CN(C)C(=O)Cc1ccccc1	-35	2	-5	-49	32	2	-6	2	37	8	-14
11	COc1cc2nc(N(CCCN(C)C)C(=O)c3ccc(S(=O)(=O)N4CCc5ccccc5C4)cc3)sc2cc1OC	-6	-10	-2	-12	0	0	-11	-1	-4	-3	3
12	c1ccc2c(C(c3nnnn3-c3ccc4c(c3)OCCO4)N3CCCC3)ccnc2c1 (stereo not drawn)	-36	x	x	4	-7	-4	x	-17	14	x	x
13	O=C(O)c1ccccc1-c1ccccc1C(=O)Nc1nccs1	27	6	-16	6	8	-8	-44	2	4	5	15
14	O=S(=O)(c1ccc(NC(=S)NCc2ccco2)cc1)N1CCCC1	-13	0	0	4	-15	10	-19	-12	0	-6	20
15	CC1CCN(C(=O)c2[nH]cnc2C(=O)N[C@@H](Cc2ccccc2)C(=O)OC(C)(C)C)CC1	-2	0	-8	11	-1	4	2	6	-14	16	6
16	CCCN1Cc2cc(OC)ccc2-c2ccccc2S1(=O)=O	8	-6	-7	26	-8	6	19	-7	-12	-12	16
17	CN(CCc1ccccn1)Cc1ccc(Cl)cc1Cl	-10	0	5	-48	-20	3	-20	1	6	-4	-16
18	Cc1cc(NC(=O)C2(c3ccccc3)CCCC2)no1	-21	-2	2	-16	6	-2	16	0	6	9	-10
19	Cc1nc(SCCC(C)C)c([N+](=O)[O-])[nH]1	-5	0	-11	7	3	6	-16	-3	3	18	-9
20	CC1CCN(CCCNC(=O)CN2C(=O)CSc3ccc(S(=O)(=O)N4CCC(C)CC4)cc32)CC1	-25	-20	-1	-1	1	-20	-8	4	6	13	-10

# Down the list, quoted from above:
# Entries 4 to 15 in NR5A2 inv ag, in turn: 14, 13, 7, 13, 23, -7, -49, -12, 4, 6, 4, 11

# Carrying on:
entry	compound	SRC2 inh	EBV LMP1 NFkB	KKLEB cytotox	NR5A2 inv ag	TROY signal inh	COUP-TFII inh	NCOA1 inh	TRAIL sens C8	TWEAK-Fn14 inh	CF NFkB inh	NCOA3 inh
21	O=C(NC(NC(=S)Nc1ccccc1)C(Cl)(Cl)Cl)c1cccc(Cl)c1 (stereo not drawn)	-3	14	-9	7	30	16	5	-2	75*	19	17
22	CC(C)CCN(CCC(C)C)C/C(O)=C(\C#N)c1nc(-c2ccccc2)cs1	4	-3	-6	18	-4	10	-3	0	8	5	1
23	O=C(N/N=C1\C/C(=N\NC(=O)c2ccncc2)c2ccccc21)c1ccncc1	0	6	0	-5	36	-1	-42	48	-12	-52	-10
24	Cc1nn(CCO)c(N)c1C1(O)C(=O)Nc2c(Cl)cc(Cl)cc21 (stereo not drawn)	-7	-7	-12	8	22	14	-7	2	-4	20	7
25	COc1ccc(/C=N/n2c(C)nc3sc(C)c(C)c3c2=O)cc1	-26	x	12	13	-3	-1	14	12	1	-3	11
26	CCc1ccc(Nc2ncc3c(n2)CC(C)(C)CC3=O)cc1	-64	-27	-4	-79	-54	-11	-61	20	-37	4	-58
27	Cc1ccc(-c2cc(C(=O)OCC(=O)Nc3ncc(C(F)(F)F)cc3Cl)c3ccccc3n2)cc1	5	-12	-14	20	-11	12	10	40	3	-12	0
28	Cc1ccn2c(=O)nc(SCc3cccc(C(F)(F)F)c3)nc2c1	25	-9	-11	-8	3	-1	-7	12	-14	-4	15
29	Cc1c(C(=O)Nc2nc3ccccc3[nH]2)oc2ccc(Br)cc12	-11	-18	-4	-22	-48	-15	-34	12	-26	-40	-26
30	COCCNS(=O)(=O)c1ccc2c3c(cccc13)C(=O)N2C	5	2	2	14	-1	-35	-24	-3	13	-26	4
31	NC(=O)C1(NC(=O)[C@@H]2CC3(CC(c4cccc(NC(=O)[C@@H]5CCC(=O)N5)c4)=NO3)CN2C(=O)c2ccccc2)CC1 (stereo partly drawn)	9	2	10	-12	8	5	-4	-4	10	15	-18
32	Cc1ccc(C)c(Cn2nnc3c(=O)[nH]c(C4CCCN(C(=O)c5ccco5)C4)nc32)c1 (stereo not drawn)	-14	-12	-2	16	4	-6	-4	-8	11	2	-11

# In a second layout: results already given
(26) CCc1ccc(Nc2ncc3c(n2)CC(C)(C)CC3=O)cc1
(32) Cc1ccc(C)c(Cn2nnc3c(=O)[nH]c(C4CCCN(C(=O)c5ccco5)C4)nc32)c1 (stereo not drawn)
(22) CC(C)CCN(CCC(C)C)C/C(O)=C(\C#N)c1nc(-c2ccccc2)cs1
(30) COCCNS(=O)(=O)c1ccc2c3c(cccc13)C(=O)N2C
(21) O=C(NC(NC(=S)Nc1ccccc1)C(Cl)(Cl)Cl)c1cccc(Cl)c1 (stereo not drawn)

Assay by compound | 26 | 32 | 22 | 30 | 21
SRC2 inh | -64 | -14 | 4 | 5 | -3
EBV LMP1 NFkB | -27 | -12 | -3 | 2 | 14
KKLEB cytotox | -4 | -2 | -6 | 2 | -9
NR5A2 inv ag | -79 | 16 | 18 | 14 | 7
TROY signal inh | -54 | 4 | -4 | -1 | 30
COUP-TFII inh | -11 | -6 | 10 | -35 | 16
NCOA1 inh | -61 | -4 | -3 | -24 | 5
TRAIL sens C8 | 20 | -8 | 0 | -3 | -2
TWEAK-Fn14 inh | -37 | 11 | 8 | 13 | 75*
CF NFkB inh | 4 | 2 | 5 | -26 | 19
NCOA3 inh | -58 | -11 | 1 | 4 | 17

# (list continues)
entry	compound	SRC2 inh	EBV LMP1 NFkB	KKLEB cytotox	NR5A2 inv ag	TROY signal inh	COUP-TFII inh	NCOA1 inh	TRAIL sens C8	TWEAK-Fn14 inh	CF NFkB inh	NCOA3 inh
33	CC(C)C(C)(C#N)NC(=O)CSc1nnc(-c2ccccc2)o1 (stereo not drawn)	-32	-2	2	2	23	1	-6	3	11	4	0
34	Cc1nnc(NC(=O)CN2C(=O)c3ccccc3S2(=O)=O)s1	-21	-4	4	-1	-2	-4	-9	-24	3	6	21
35	N/C(Cc1nc(-c2ccc(Cl)cc2)cs1)=N/O	-18	-19	9	-4	-62	11	-51	12	-25	8	-27
36	O=C1C(=C(c2ccccc2)c2ccccc2)Nc2ccccc21	14	7	-7	20	-21	18	-6	10	28	-11	16
37	CCn1c(SCC(=O)N2c3ccccc3CCc3ccccc32)nc2c1c(=O)n(C)c(=O)n2C	13	-1	29	-9	-11	-4	-3	-7	-7	26	5
38	CCCCNCC1CCCO1 (stereo not drawn)	-28	6	6	-20	-3	11	11	7	13	-22	1
39	CN(C(=O)COc1coc(CN2CCN(c3ccccc3)CC2)cc1=O)c1ccccc1	-1	3	20	2	7	-6	-7	1	-6	-15	8
40	COc1ccc(C)cc1N(C(=O)CNC(=O)c1ccco1)C(C(=O)NCC1CCCO1)c1ccccc1 (stereo not drawn)	-24	-4	15	7	1	-7	4	2	22	-6	-5
41	CC(=O)Nc1ccccc1NC(=O)CC(C)(C)C	31	2	12	10	-26	-10	5	-6	-10	-26	-14
42	O=c1c2ccccc2c(-c2ccccc2)nn1-c1cc(Cl)ccc1[N+](=O)[O-]	-2	-27	4	16	2	-2	0	-11	8	7	12
43	O=C(NC1CCCc2ccccc21)C12CC3CC(CC(O)(C3)C1)C2 (stereo not drawn)	10	-2	1	-7	12	-10	13	-2	3	-24	13
44	CCN(CC(=O)Nc1ccc(NC(C)=O)cc1)C(=O)COc1ccccc1Cc1ccccc1	24	-1	-18	-11	-12	0	17	7	-10	-9	18
45	CC(Cc1nnc(N)s1)c1ccccc1 (stereo not drawn)	21	2	0	-7	2	-8	-1	-6	0	4	-11
46	CSc1nncc(-c2ccc(F)c(F)c2)n1	-11	5	-8	2	-20	1	-1	2	-5	-17	-2
47	COc1ccc(N2C(=O)CC(N(CCc3ccc(S(N)(=O)=O)cc3)C(=S)Nc3ccccc3)C2=O)cc1 (stereo not drawn)	-2	-6	4	3	-11	3	-11	-7	4	10	13
48	Cc1noc2ncnc(N3CCCCC3)c12	5	3	11	8	2	-5	10	2	-10	-6	12
49	CCOc1cc(/C=C(/C#N)c2ccc(Cl)cc2)cc(Cl)c1OCC(=O)O	57*	44*	14	-11	71*	35	48	12	83*	13	60
50	Cc1nn(C)c(C)c1NS(=O)(=O)c1ccc(Cl)s1	-3	7	-2	18	0	-1	-2	-6	15	-19	13
51	O=C(CSc1nnc(NC(=O)c2ccco2)s1)Nc1ccccc1Cl	-8	-4	12	-20	-15	3	-1	-14	10	3	4
52	CCOC(=O)c1c[nH]c2ccc3ccccc3c2c1=O	5	2	2	-7	-26	-13	-3	-14	-44	-78	3
53	CCN(CC)c1nc2cc(OC)ccc2cc1C#N	8	-2	-4	19	-7	-1	17	-5	10	42	17
54	COc1ccc(Cl)cc1-n1c(=S)sc2c(=O)[nH]c(SCC(=O)C(C)(C)C)nc21	-7	32	18	6	23	-1	-3	13	22	23	14
